STEP block = STEP phosphatase inhibitors, primary screen, biochemical, fluorescence intensity, uHTS; inhibition, % at 20 µM; Tyrosine-protein phosphatase non-receptor type 5 (Homo sapiens), P54829; recombinant STEP, OMFP fluorogenic substrate; 0.25% of 360,000 active;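 active = inhibition at 20 µM, scaled per plate between control wells, above about 37%, limit read from the data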;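 note: 0% = DMSO with enzyme and substrate and 100% = substrate only without enzyme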
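material = STEP tyrosine phosphatase | reagent = fluorogenic phosphatase substrate OMFP at 25 µM final | doses = single compound dose of 20 µM, 1% DMSO final | schedule = 20 min reaction, room temperature, in the dark | measured by = fluorescence, 480/540 nm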
LMPTP block = LMPTP phosphatase inhibitors, primary screen, biochemical, fluorescence intensity, uHTS; inhibition, % at 20 µM; recombinant LMPTP-A, OMFP fluorogenic substrate; Low molecular weight phosphotyrosine protein phosphatase (Homo sapiens), P24666; 0.22% of 360,000 active;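 active = compounds that cut the enzyme signal by at least half of the control window in the single-dose screen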;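 note: plate controls were DMSO wells with enzyme plus substrate for no effect and substrate without enzyme for full effect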
Target sequence (P24666 whole entry, looked up): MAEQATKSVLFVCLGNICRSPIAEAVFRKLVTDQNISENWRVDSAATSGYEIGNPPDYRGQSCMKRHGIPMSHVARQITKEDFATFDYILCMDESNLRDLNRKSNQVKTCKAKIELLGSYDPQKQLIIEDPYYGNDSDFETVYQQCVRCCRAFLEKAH
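Test system: LMPTP-A phosphatase enzyme; input: 0.625 nM LMPTP-A final; reagent: OMFP substrate, 400 µM final; compound dosing: 20 µM single dose, 3% DMSO; incubation: 50 min dark incubation at room temperature; measured by: endpoint fluorescence intensity from OMFP dephosphorylation; measure: % inhibition relative to no-enzyme and uninhibited control wells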
Neddyl block = inhibitors of cullin neddylation, primary screen, biochemical, TR-FRET, uHTS, NAE and Ubc12 | 0.58% of 360,000 active | NEDD8-conjugating enzyme Ubc12 (Homo sapiens) + NEDD8-activating enzyme E1 regulatory … | calls only at 25 µM; in the data active = inhibition above about 36%
SUMO1-SIM PPI = modulators of SUMO1 protein-protein interactions, primary screen, biochemical, uHTS. Small ubiquitin-related modifier 1 (Homo sapiens), P63165. 0.33% of 360,000 active. AID 602429, 2012. SUMO1 binding to a labelled peptide, TR-FRET, 1 h. inhibition, % at 20 µM; in the data active = inhibition above about 37%
NRP1-CendR mod = modulators of CendR peptide binding to NRP-1, primary screen, biochemical, fluorescence polarization, uHTS; FAM-RPARPAR peptide binding to NRP-1; inhibition, % at 25 µM; 0.85% of 360,000 active;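 active = inhibition or corrected inhibition above about 18%, plus a signal ratio from 0.5 to 1.5, limit read from the data, passing the limit was not always enough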; note: strong numbers were not always called active
Target sequence (O14786 whole entry, looked up): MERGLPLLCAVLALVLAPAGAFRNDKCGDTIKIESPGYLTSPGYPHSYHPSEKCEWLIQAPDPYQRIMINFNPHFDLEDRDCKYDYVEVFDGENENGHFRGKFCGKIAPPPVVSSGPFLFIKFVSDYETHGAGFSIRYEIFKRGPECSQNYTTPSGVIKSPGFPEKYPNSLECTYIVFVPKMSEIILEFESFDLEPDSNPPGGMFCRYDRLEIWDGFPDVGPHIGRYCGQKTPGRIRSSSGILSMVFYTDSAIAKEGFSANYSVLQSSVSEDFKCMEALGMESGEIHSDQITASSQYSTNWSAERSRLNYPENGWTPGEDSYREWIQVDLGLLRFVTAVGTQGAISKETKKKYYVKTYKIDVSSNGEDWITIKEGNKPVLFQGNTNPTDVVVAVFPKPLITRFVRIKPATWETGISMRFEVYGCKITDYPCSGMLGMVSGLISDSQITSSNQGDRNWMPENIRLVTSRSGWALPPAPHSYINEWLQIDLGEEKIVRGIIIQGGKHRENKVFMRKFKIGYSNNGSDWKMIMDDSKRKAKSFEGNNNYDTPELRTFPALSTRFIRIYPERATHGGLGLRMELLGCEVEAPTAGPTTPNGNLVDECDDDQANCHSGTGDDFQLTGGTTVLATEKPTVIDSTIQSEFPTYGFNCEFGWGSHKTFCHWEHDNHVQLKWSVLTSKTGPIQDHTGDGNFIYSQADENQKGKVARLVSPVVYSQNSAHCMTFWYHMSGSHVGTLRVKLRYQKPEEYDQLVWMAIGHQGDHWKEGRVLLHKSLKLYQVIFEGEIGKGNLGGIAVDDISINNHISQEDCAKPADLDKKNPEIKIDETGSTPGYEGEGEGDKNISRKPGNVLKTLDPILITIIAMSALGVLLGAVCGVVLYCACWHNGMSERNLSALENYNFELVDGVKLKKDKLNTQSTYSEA
DNMT1 block = human DNMT1 methyltransferase inhibitors, primary screen, biochemical, molecular beacon, fluorescence, HinP1I cleavage, uHTS | DNA (cytosine-5)-methyltransferase 1 (Homo sapiens), P26358 | inhibition (reported as % activation of signal), % at 10 µM | 0.83% of 360,000 active; in the data active = inhibition above about 50%
NadD inh = inhibitors of S. aureus NadD, primary screen, biochemical, colorimetric, uHTS; Nicotinate-nucleotide adenylyltransferase NadD (Staphylococcus aureus N315); purified NadD enzyme, colorimetric absorbance read-out; inhibition, % at 20 µM; 0.78% of 360,000 active; in the data active = inhibition above about 26%; note: some compounds past the cut are filed as inactive
SKN-1 block = suppressors of acrylamide-induced Pgst-4::GFP reporter in worms, primary screen, SKN-1 inhibitor project, whole organism, uHTS, GFP/RFP fluorescence ratio, strain VP596. C. elegans VP596 Pgst-4::GFP/RFP ratio, 24 h. inhibition, % at 21.8 µM. 0.49% of 360,000 active. AID 624304, 2012;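 active = interference check ratio from 0.5 to 1.5 plus GFP to RFP signal ratio inhibition reaching or exceeding a fixed threshold, cut at about 30% in these data, passing the limit was not always enough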; note: some compounds called inactive have numbers as strong as hits
Scp1 inh = Scp-1 phosphatase inhibitors, primary screen, biochemical, colorimetric, uHTS; 0.88% of 340,000 active; inhibition, % at 20 µM; AID 493091, 2011; Recombinant Scp1, phosphopeptide, malachite green phosphate absorbance;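 active = inhibition above about 50% at 20 µM, limit read from the data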;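 note: plate controls were DMSO wells with enzyme for no effect and wells lacking enzyme for full effect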
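System: truncated SCP-1 phosphatase (76-261aa); medium: Tris acetate buffer pH 5.5 with MgCl2 and Tween-20; incubation: 45 min room-temperature reaction, 5 min colour, 30 min stabiliser; compound: single 20 µM dose, 1% DMSO; reagent: Phosphorylated 17-residue peptide substrate; read-out: % inhibition at 20 µM; technique: colorimetric free-phosphate detection, absorbance 630 nm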
Tb MetRS inh = T. brucei MetRS inhibitors, primary screen, biochemical, luminescence. methionyl-tRNA synthetase (Trypanosoma brucei brucei). purified T. brucei MetRS, ATP depletion, Kinase-Glo luminescence. inhibition, % at 11.9 µM. 0.4% of 360,000 active;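 active = inhibition above a per-plate cutoff of the control wells' mean inhibition plus 3 SD, cut at about 5.5% in these data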;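 note: 0% = DMSO wells median and 100% = median of wells with control inhibitor compound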
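Material: T. brucei methionyl-tRNA synthetase, purified; reagent: substrates ATP, L-methionine and bulk Escherichia coli tRNA; dosing: 11.9 µM single point; timing: 15 min plus 2 h at 25 °C; detection: luminescence of leftover ATP; evaluation: % inhibition; control set: DMSO-only wells as low control; replicates: singlicate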
Starred values were filed as active, the others as inactive; i = inactive; nt = not tested or not shown.

SMILES | STEP block | LMPTP block | Neddyl block | SUMO1-SIM PPI | NRP1-CendR mod | DNMT1 block | NadD inh | SKN-1 block | Scp1 inh | Tb MetRS inh
CCCOc1ccc(S(=O)(=O)n2cc(Br)c(=O)[nH]c2=O)cc1 | 1 | -1.1 | i | 6 | -9 | 1 | 2 | 5 | 1 | 0.2
O=C(CSc1ncnc2sc3c(c12)CCC3)N1CCOCC1 | 14 | 6.2 | i | 13 | 4 | 27 | -2 | -2 | 54* | -0.5
Cc1ccc(C2(C)NC(=O)N(CC(=O)NC(=O)NC(C)(C)C)C2=O)cc1 (centres undefined) | 0 | -0.8 | i | -1 | 7 | 1 | 4 | 2 | -5 | 0.5
O=S(=O)(NOCc1ccc(Cl)cc1)c1ccc(Cl)cc1 | 1 | 1.9 | i | -1 | -1 | 1 | -7 | -4 | -13 | -1.0
CN1CCN(S(=O)(=O)c2cccc(C(=O)Nc3ccccc3N3CCCC3)c2)CC1 | 0 | 0.8 | i | 3 | 7 | -2 | -7 | 19 | -5 | -0.6
COc1cccc(N(CC(=O)NCCSc2ccccn2)S(=O)(=O)c2ccccc2)c1 | -3 | -1.5 | i | 2 | 6 | 3 | -1 | -6 | 4 | -0.4
O=C(O)CC1(CC(=O)Nc2ccccc2C(=O)c2ccccc2)CCCC1 | 0 | -0.6 | i | 0 | 3 | 0 | -4 | -8 | -4 | 0.6
Cc1cc(C)nc(NS(=O)(=O)c2ccc(NC(=S)NC(=O)CC(C)C)cc2)n1 | 3 | -0.5 | i | 2 | -6 | 9 | -1 | 31 | -7 | -0.5
CN1CCN(C(=S)NC(=O)/C=C/c2cccs2)CC1 | 0 | -4.3 | i | -11 | 4 | 3 | -1 | -8 | 0 | -0.4
Cc1cc2nc(C3CCCCC3)c(CC(C)(C)C)n2c(C)c1Br | 2 | 0.1 | i | 14 | -14 | -13 | 10 | 3 | nt | 0.0
COc1cc(NC(=O)c2ccco2)c(C(=O)O)cc1OC | 1 | -0.4 | i | 2 | -6 | -3 | -4 | 29 | -4 | -0.7
O=C(Nc1cccc(C(=O)N2CCOCC2)c1)C1CC1 | 0 | -0.4 | i | 0 | 5 | -2 | -4 | -8 | 8 | 0.0
Cc1cc(C)cc(Cn2c3ccc(NC(=O)NCc4ccccc4)cc3c(=O)n2C)c1 | 2 | 0.5 | nt | 1 | -6 | -12 | -1 | 3 | nt | 0.2
CCCCN(CCCC)c1nc(-c2ccncc2)nc2ccccc12 | 6 | 9.1 | i | 2 | -4 | 5 | 8 | 2 | -5 | -0.1
CCOc1ccc(Oc2c(/C=N/NC(C)=O)c(C)nn2-c2ccccc2)cc1 | -1 | 0.8 | i | -2 | -5 | -3 | -5 | 2 | -2 | -0.9
O=c1c(-c2ccco2)[n+]([O-])c2ccccc2n1OCc1ccccc1F | 0 | -1.3 | i | -16 | -25 | 0 | -1 | -8 | -13 | 0.6
CCOC(=O)CSC(CC)C(=O)Nc1nnc(CC)s1 (centres undefined) | -3 | -0.5 | i | 7 | -3 | 5 | 1 | -14 | -5 | -0.2
COc1ccc(CN2CCN(c3ccccc3OC)CC2)c(OC)c1 | -2 | -2.3 | i | -1 | -9 | -2 | -9 | -16 | -5 | -0.2
c1ccc(-c2cn3c(n2)CCc2ccc4cccnc4c2-3)cc1 | 4 | 3.1 | nt | -9 | 8 | -7 | -1 | -8 | -4 | -0.3
Cc1ccc(-n2ncc3c(NCc4ccco4)ncnc32)c(C)c1 | -1 | -0.3 | i | 0 | -4 | 4 | 6 | 15 | -10 | 0.0

A section taken from the entries so far, as a working copy:
SMILES | STEP block | LMPTP block | Neddyl block | SUMO1-SIM PPI | NRP1-CendR mod | DNMT1 block | NadD inh | SKN-1 block | Scp1 inh | Tb MetRS inh
Cc1cc(C)cc(Cn2c3ccc(NC(=O)NCc4ccccc4)cc3c(=O)n2C)c1 | 2 | 0.5 | nt | 1 | -6 | -12 | -1 | 3 | nt | 0.2
CCCCN(CCCC)c1nc(-c2ccncc2)nc2ccccc12 | 6 | 9.1 | i | 2 | -4 | 5 | 8 | 2 | -5 | -0.1
CCOc1ccc(Oc2c(/C=N/NC(C)=O)c(C)nn2-c2ccccc2)cc1 | -1 | 0.8 | i | -2 | -5 | -3 | -5 | 2 | -2 | -0.9
O=c1c(-c2ccco2)[n+]([O-])c2ccccc2n1OCc1ccccc1F | 0 | -1.3 | i | -16 | -25 | 0 | -1 | -8 | -13 | 0.6

Further entries
SMILES | STEP block | LMPTP block | Neddyl block | SUMO1-SIM PPI | NRP1-CendR mod | DNMT1 block | NadD inh | SKN-1 block | Scp1 inh | Tb MetRS inh
COc1cccc(OC)c1C(=O)OCC(=O)NCC1CCCCC1 | 1 | -0.8 | i | -2 | 2 | 0 | 5 | 1 | nt | 0.3
CCC(C(=O)NCc1ccco1)N(C(=O)CNS(=O)(=O)c1ccc(C)cc1)c1ccccc1F (centres undefined) | -1 | -0.5 | i | 4 | 12 | 2 | -13 | 11 | -3 | -0.7
NC(=O)c1ccc(NC(=O)COC(=O)/C=C/c2cccs2)cc1 | 0 | 0.8 | i | -13 | 5 | -2 | 0 | 0 | -5 | 0.5
O=C(/C=C/c1ccc([N+](=O)[O-])cc1)NCc1cccnc1 | -3 | -1.1 | i | -30 | 8 | -4 | 2 | 2 | 4 | -1.4
CCN(CC(=O)Nc1ccc2c(c1)OCCO2)c1nc(-c2cccnc2)nc2ccccc12 | 3 | 4.4 | i | -2 | -12 | -14 | 8 | 3 | 7 | 0.0
C=CCN1CC(O)=C(c2ccccc2)C1=N | 1 | -0.8 | i | 2 | -4 | 1 | -8 | -1 | -6 | -0.6
Cc1noc(COc2ccc(OCc3nc(C)no3)cc2)n1 | -1 | 0.0 | i | -1 | 1 | 1 | 0 | 2 | -17 | 0.2
O=C(O)c1cc(-c2cccs2)nc2cc3c(cc12)OCCO3 | 6 | -1.6 | nt | -7 | -4 | -2 | 4 | -6 | -1 | -0.3
c1ccc2[nH]cnc2c1 | 0 | -0.3 | i | 4 | -4 | 1 | 3 | 10 | -6 | -0.7
CC(=O)Nc1cc2c(cc1C(=O)c1ccccc1)OCCO2 | -4 | -0.4 | i | 8 | 13 | -3 | 3 | 28 | -8 | -0.8
Cc1ccc(OCCC(=O)OCC(=O)NNC(=O)c2ccccc2)cc1 | -5 | -1.2 | i | 7 | -5 | -2 | -2 | -2 | -2 | 0.0
Cc1nnc(SCC2=C(C(=O)O)N3C(=O)C(NC(=O)Cn4ncc(Cl)c4C)C3SC2)s1 (centres undefined) | 8 | 0.7 | i | 12 | -1 | 14 | -1 | -1 | 45 | 0.8
Cc1nc(S(=O)(=O)Cc2ccccc2)nc2c1CCC2 | -2 | 1.2 | i | 1 | 15 | -2 | -5 | -8 | 35 | -0.2
CCCCCCCCCCCCCC(=O)O | -2 | 7.6 | i | 16 | -20 | 5 | 7 | 2 | -9 | -0.1
NC(=S)N=Nc1ccc(NN=C(N)N)cc1 | 84* | 41 | i | 27 | 17 | 6 | 19 | -3 | -14 | -0.4
CCCSc1nnc(NC(=O)Nc2ccc(F)cc2)s1 | 0 | 1.2 | i | -2 | -8 | 1 | 2 | 8 | -15 | 0.6
Cc1ccc(OCC(=O)NCCNC(=O)c2ccco2)cc1C | 0 | -0.8 | i | 0 | 0 | 0 | -1 | 5 | -8 | -0.7
O=C(NCC(=O)N1CCN(S(=O)(=O)c2ccccc2F)CC1)c1ccc2ccccc2c1 | 1 | 0.2 | i | -13 | 12 | -2 | -3 | 18 | 1 | -0.5
CCOc1ccc(OCC)c(NC(=O)CSc2nc3c(c(=O)n(C)c(=O)n3C)n2C(C)C)c1 | 2 | 1.0 | i | 2 | 8 | -1 | 0 | -3 | -6 | 0.3
Cc1ccccc1OCC(=O)Nc1ccccc1C(=O)N1CCCCC1 | -3 | -0.5 | i | 4 | 3 | 1 | -1 | -12 | -7 | -0.1
O=C(Nc1cccc(OC(=O)c2ccco2)c1)c1ccco1 | -1 | -2.3 | i | -5 | 10 | -1 | -5 | 25 | -7 | 0.4
CN(CCC(=O)Nc1ccc(Br)cc1)Cc1ccccc1 | -3 | -0.2 | i | -3 | -1 | -1 | -3 | 0 | 7 | 25*
COc1ccccc1/C=N/n1c(N)c(S(=O)(=O)c2cccs2)c2nc3ccccc3nc21 | 1 | 1.4 | nt | 8 | 2 | -7 | 22 | 28 | 0 | 0.3
c1ccc(-c2nnc(-c3ccccn3)nc2NC2CCCCC2)cc1 | -1 | 1.2 | i | -3 | -11 | 2 | 14 | 24 | 6 | -0.8
Cc1ccc(NC(=S)N2CCCC(O)C2)cc1 (centres undefined) | 0 | -0.6 | i | -2 | 6 | 1 | 1 | 3 | 6 | -0.8
Cc1ccc(NC(=O)NCCN2CCN(C(=O)Nc3ccc(C)cc3)CC2)cc1 | 1 | -1.3 | i | 2 | 19 | 0 | 2 | 7 | -4 | -0.1
CCN(Cc1ccccc1)C(=O)CSc1nc(C)cc2c1C(=O)OC2 | -2 | 0.0 | i | 0 | -1 | 2 | 7 | -12 | -5 | 0.2
CC(C)CCN1CN(S(=O)(=O)c2cccs2)c2nc3ccccc3nc21 | -1 | 0.0 | i | -11 | -7 | -1 | 1 | 9 | 8 | -1.1
CCOC(=O)CSC(CC)C(=O)Nc1nnc(C(C)C)s1 (centres undefined) | 2 | -1.3 | i | 0 | -3 | -2 | -1 | 1 | -14 | -0.3
CC(C)[C@H](NC(=O)c1cccc(S(=O)(=O)N2CCOCC2)c1)C(=O)Nc1nccs1 | -2 | -1.6 | i | -1 | -3 | -1 | -4 | 7 | -17 | 0.0
O=C(c1ccco1)N1CCN(C(=O)c2ccccc2OCc2ccc(Cl)cc2)CC1 | 1 | -9.1 | i | -38 | 10 | -3 | 7 | 6 | -1 | -0.3
Nc1[nH]ncc1-c1ccc(Cl)cc1 | -1 | -1.1 | i | -3 | -13 | 1 | -2 | -2 | -3 | 0.4
COc1ccc(O)c(C(=O)c2cc(SCC(=O)O)c3nc4sc5c(c4c(=O)n3c2)CCCC5)c1 | 15 | 16 | i | 42* | -158 | 15 | 46* | -1 | 34 | -0.5

Bioassay records (PubChem)
